From PubChem
NPY Y1 blocker – antagonists of human neuropeptide Y receptor Y1; P25929; HEK293-CNG Y1 cells, membrane potential fluorescence; NPY at EC95, then isoproterenol; inhibition, % at 3.6 µM; 200,000 compounds, 1% hits;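 active = inhibition above the campaign mean inhibition of all tested compounds plus 3 SD, cut at about 20% in these data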;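 also: 0% = DMSO wells given NPY plus isoproterenol and 100% = isoproterenol alone without NPY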
Target sequence (P25929 whole entry, looked up): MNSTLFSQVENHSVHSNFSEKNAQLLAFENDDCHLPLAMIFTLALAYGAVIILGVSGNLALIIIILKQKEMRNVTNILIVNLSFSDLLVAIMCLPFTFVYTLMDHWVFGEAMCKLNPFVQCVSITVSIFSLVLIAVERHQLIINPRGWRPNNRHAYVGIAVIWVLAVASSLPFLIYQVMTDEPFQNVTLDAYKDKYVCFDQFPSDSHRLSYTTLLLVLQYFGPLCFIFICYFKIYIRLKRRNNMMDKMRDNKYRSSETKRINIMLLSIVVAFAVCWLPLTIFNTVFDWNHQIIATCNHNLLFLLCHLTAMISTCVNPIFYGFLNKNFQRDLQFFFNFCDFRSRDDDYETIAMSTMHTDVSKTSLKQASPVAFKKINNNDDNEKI
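Material: HEK293 Y1/CNG channel cell line | Also added: NPY (25 nM), isoproterenol (1 µM), Ro 20-1724 (25 µM) | Compound: One concentration, 3.6 µM, in 0.4% DMSO | Schedule: 3 h dye uptake, 1 h room-temperature compound, 45 min post-isoproterenol | Signal: Membrane-potential fluorescent dye readout | Read-out: % inhibition of NPY effect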
EP2 modulator – modulates human prostaglandin E2 receptor EP2 signaling. EP2-expressing cells, cAMP HTRF FRET, PGE2 co-stimulation. induction, % at 25 µM. P43116. AID 940. 260,000 compounds, 0.83% hits;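 active = compounds whose cAMP rise, as percent of the full-agonist control response, exceeds 60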;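 also: rat C6 glioma line stably carrying human EP2 under a CMV promoter; the protocol text gives 20 µM as final concentration; 100% = response of wells given 1 µM PGE2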
Target sequence (P43116 whole entry, looked up): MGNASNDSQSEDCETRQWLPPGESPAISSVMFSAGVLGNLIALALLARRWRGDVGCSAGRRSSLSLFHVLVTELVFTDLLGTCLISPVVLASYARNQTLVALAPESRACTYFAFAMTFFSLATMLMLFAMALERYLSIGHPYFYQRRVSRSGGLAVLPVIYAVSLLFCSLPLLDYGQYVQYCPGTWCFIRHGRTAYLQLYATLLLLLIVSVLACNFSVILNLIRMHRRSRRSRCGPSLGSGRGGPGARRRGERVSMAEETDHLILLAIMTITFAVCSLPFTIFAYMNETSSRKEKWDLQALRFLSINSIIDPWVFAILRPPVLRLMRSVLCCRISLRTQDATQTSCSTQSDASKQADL
zfTRPN1 agonist – activates the zebrafish TRPN1 channel | HEK293 zebrafish TRPN1-YFP, Fluo-8 calcium fluorescence; 100% = response to 87 µM carbachol | activation, % at 3 µM | 220,000 compounds, 0.18% hits | AID 1424;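 active = activation above its plate's cutoff, the mean activation of test wells on that plate plus 3 SD, cut at about 19% in these data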;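 also: 0% = DMSO alone and 100% = 87 µM carbachol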
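Material – zebrafish TRPN1-YFP in HEK293 cells · Doses – 3 µM single point · Schedule – dye 1 h 37 °C plus 30 min RT · Signal – Fluo-8 calcium fluorescence, excitation 470-495 nm, emission 515-575 nm · Read-out – % activation versus carbachol response · Control set – carbachol high, DMSO low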
CHOP inhibitor – inhibitors of CHOP induction in ER stress response; inhibition, % at 10 µM; 220,000 compounds, 3.8% hits; CHO-K1 CHOP-promoter luciferase, tunicamycin-induced, 15-18 h;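 active = compounds that reduced the stress-induced luciferase reporter signal by more than about 70% of percent inhibition, limit read from the data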;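 also: 0% = tunicamycin plus vehicle and 100% = wells without tunicamycin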
S1P4 antag – human S1P4 receptor antagonism | S1P4-expressing cells, antagonist mode, reporter read-out | 220,000 compounds, 0.26% hits | O95977 | inhibition, % at 4.98 µM; in the data active = inhibition above about 29%;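 also: 0% = wells stimulated with agonist and 100% = vehicle wells without agonist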
S1P4 ag – agonists of human S1P4 receptor | O95977 | AID 1509 | S1P4-expressing cell line, agonist reporter assay | 220,000 compounds, 0.35% hits | activation, % at 4.98 µM; in the data active = activation above about 11%;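 also: 0% = DMSO vehicle and 100% = reference agonist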
NPY2 pot ag – potentiates or activates human NPY-Y2 receptor; P49146; cells expressing NPY-Y2, potentiator/agonist read-out; activation, % at 3.6 µM; 220,000 compounds, 0.45% hits; in the data active = activation above about 27%;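 also: cells stimulated with NPY near EC25 plus isoproterenol at EC100; 0% = vehicle plus submaximal agonist and 100% = vehicle plus saturating agonist; some results beyond the cut were filed as inactive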
Target sequence (P49146 whole entry, looked up): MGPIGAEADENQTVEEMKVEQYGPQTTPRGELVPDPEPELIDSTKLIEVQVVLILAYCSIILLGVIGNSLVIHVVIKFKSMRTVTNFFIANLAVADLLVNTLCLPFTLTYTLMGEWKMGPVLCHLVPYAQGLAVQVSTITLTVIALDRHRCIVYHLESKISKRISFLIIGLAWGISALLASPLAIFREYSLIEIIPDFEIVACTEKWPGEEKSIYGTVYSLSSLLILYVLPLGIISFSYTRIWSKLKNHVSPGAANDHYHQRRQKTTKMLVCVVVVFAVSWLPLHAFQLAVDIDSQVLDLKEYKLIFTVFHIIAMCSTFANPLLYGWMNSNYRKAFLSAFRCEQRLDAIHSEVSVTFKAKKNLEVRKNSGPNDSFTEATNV
NPY1 pot ag – human NPY-Y1 potentiation or agonism, primary screen | NPY-Y1 expressing cells, potentiator/agonist activation | activation, % at 3.6 µM | 220,000 compounds, 0.37% hits | AID 1304; in the data active = activation above about 33%, passing the limit was not always enough;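 also: cells stimulated with NPY at EC10 then isoproterenol at EC100; 0% = low agonist plus stimulus and 100% = saturating agonist plus stimulus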
TRPML3 agonist – agonists of human TRPML3 channel; HEK293 TRPML3-YFP, Fluo-8 calcium fluorescence; 100% = the carbachol control signal; activation, % at 3 µM; 220,000 compounds, 0.29% hits;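 active = activation above its plate's cutoff, the mean activation of the plate's test wells plus 3 SD, cut at about 12% in these data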;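 also: 0% = DMSO only wells and 100% = carbachol wells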
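Material: HEK293 cells stably carrying human TRPML3-YFP; compound dosing: single dose, 3 µM final nominal compound, 0.3% DMSO final; incubation: 1-h 37 °C dye load, 5-s basal, 120-s post-compound reads; technique: Fluo-8 intracellular calcium fluorescence, excitation 470-495 nm, emission 515-575 nm; read-out basis: percent activation from peak-to-basal fluorescence ratio, scaled between DMSO and carbachol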
The depositor's hits bear a star; x = no result given; & = joins results of further samples.

SMILES	NPY Y1 blocker	EP2 modulator	zfTRPN1 agonist	CHOP inhibitor	S1P4 antag	S1P4 ag	NPY2 pot ag	NPY1 pot ag	TRPML3 agonist
CCCCC(=O)N(Cc1ccc(-c2ccccc2-c2nn[nH]n2)cc1)[C@H](C(=O)O)C(C)C	-1	27	0.4	-4	-14	2.4	-17	4	1.1
O=C(O)C1C2CCC(O2)C1C(=O)NCc1ccccc1Br (stereo not drawn)	4	18	-1.4	-13	-9	0.5	0	7	0.5
O=C(NCc1cccnc1)c1cccnc1-c1nc2ccccc2s1	1	-5	0.3	-7	-9	0.6	-5	-13	0.5
O=C(Cc1cccs1)NCc1ccccc1F	0	-3	-0.2	0	-28	0.2	0	8	0.4
Cn1nc(C(=O)Nc2ccc(S(=O)(=O)N3CCCC3)cc2)ccc1=O	-2	-6	0.7	52	5	0.8	-2	-8	0.5
CC(C)(C)CC(=O)NC(=S)N1CCCCCC1	-2	-4	1.6	7	-10	-0.9	-2	5	0.3
Oc1cccc2c(NC(=S)Nc3ccc(OC(F)F)cc3)cccc12	-5	-82	-1.1	33	-8	-0.6	2	-25	0.8
O=C(COC(=O)c1ccc(F)cc1F)Nc1ncccn1	x	8	-0.7	1	-11	0.2	27	26	0.8
Cc1ccc(CNC(=O)CN2C(=O)C3(OCCCO3)c3ccccc32)cc1	1	15	-1.0	-1	0	-2.0	3	20	0.6
CCN(CC)CCN(CC(=O)N(C1CCCCC1)C1CCCCC1)C(=O)c1cccnc1	4	-11	0.1	7	1	1.5	-5	-2	0.6
N#Cc1cc2sc3nc4ccccc4n3c2cc1C#N	2	31	1.2	13	3	0.0	10	1	0.5
CCC(C)(C)NC(=O)C(c1ccccc1F)N(Cc1ccco1)C(=O)Cn1nnc2ccccc21 (stereo not drawn)	96*	34	-2.9	2	9	-0.4	-121	-135	-2.3
O=C(Nc1ccc(Cl)cc1)OCc1cc(-c2ccccc2Cl)on1	7	-26	0.0	46	1	-0.1	8	-2	0.9
CC1CC1C(=O)Nc1nc(-c2cccs2)c(-c2cccs2)s1 (stereo not drawn)	5	13	0.7	51	5	0.2	12	-1	0.4
CN=C1c2cc3cc(OC)ccc3n2CCN1C	-1	2	0.2	5	-14	1.4	-14	-19	0.3

Structures shown so far that contain fluorine:
SMILES	NPY Y1 blocker	EP2 modulator	zfTRPN1 agonist	CHOP inhibitor	S1P4 antag	S1P4 ag	NPY2 pot ag	NPY1 pot ag	TRPML3 agonist
O=C(Cc1cccs1)NCc1ccccc1F	0	-3	-0.2	0	-28	0.2	0	8	0.4
Oc1cccc2c(NC(=S)Nc3ccc(OC(F)F)cc3)cccc12	-5	-82	-1.1	33	-8	-0.6	2	-25	0.8
O=C(COC(=O)c1ccc(F)cc1F)Nc1ncccn1	x	8	-0.7	1	-11	0.2	27	26	0.8
CCC(C)(C)NC(=O)C(c1ccccc1F)N(Cc1ccco1)C(=O)Cn1nnc2ccccc21 (stereo not drawn)	96*	34	-2.9	2	9	-0.4	-121	-135	-2.3

Not a retest: an excerpt of the list.
SMILES	NPY Y1 blocker	EP2 modulator	zfTRPN1 agonist	CHOP inhibitor	S1P4 antag	S1P4 ag	NPY2 pot ag	NPY1 pot ag	TRPML3 agonist
O=C(Nc1ccc(Cl)cc1)OCc1cc(-c2ccccc2Cl)on1	7	-26	0.0	46	1	-0.1	8	-2	0.9
CC1CC1C(=O)Nc1nc(-c2cccs2)c(-c2cccs2)s1 (stereo not drawn)	5	13	0.7	51	5	0.2	12	-1	0.4
CN=C1c2cc3cc(OC)ccc3n2CCN1C	-1	2	0.2	5	-14	1.4	-14	-19	0.3

Other records:
SMILES	NPY Y1 blocker	EP2 modulator	zfTRPN1 agonist	CHOP inhibitor	S1P4 antag	S1P4 ag	NPY2 pot ag	NPY1 pot ag	TRPML3 agonist
CCC(CC)C(=O)Nc1c2c(nn1-c1ccc(OC)cc1)CS(=O)(=O)C2	4	37	1.3	-9	-7	-0.7	-16	-23	-0.4
COc1cc(OC)cc(C(=O)NC(=S)Nc2nc(-c3cc4ccccc4o3)cs2)c1	x	24	1.1	65	-16	0.7	-6	12	1.2
CCCCn1nc2cc(C(=O)NCCc3cccs3)ccc2c1OCC	-3	-9	-1.8	42	-18	0.0	-9	17	-1.4
COc1cccc(C(=O)Nc2ccc(-c3nc4ccccc4o3)c(O)c2)c1	3	7	1.3	21	0	2.5	-20	-6	1.2
CCCCOCC1CN(c2ccccc2)C(=O)CS1 (stereo not drawn)	-3	3	0.4	0	-5	-2.9	-2	-30	0.2
CN1CCN(/C=C(\C#N)S(=O)(=O)c2ccc(Cl)cc2)CC1	x	-14	1.0	5	6	0.0	-6	11	0.5
S=C(Nc1ccccc1Cl)N(Cc1ccccc1)Cc1ccccn1	16	76*	-1.8	12	-8	0.1	-4	-2	-0.1
Cc1ccc(C(=O)N/C(=C\c2ccc(C)o2)C(=O)O)cc1	x	-2	-0.3	-3	9	-0.7	5	-1	0.8
O=C1CC(NNC(=O)c2ccccc2)C(=O)N1 (stereo not drawn)	-1	30	0.2	17	-3	-0.9	-9	16	0.7
Cc1ccccc1C(=O)N1CCC(C(=O)Nc2ccc3c(c2)OCCO3)CC1	6	-14&4	-0.2	-3	-16	2.1	-14	-16	-0.1
COc1ccc(/C=N/NC(=O)c2ccc(COc3cccc4cccnc34)cc2)cc1O	x	-33	0.1	19	-10	-2.1	-19	-3	0.1
O=C(CCSc1ccc(Cl)cc1)N1CCN(c2ncccn2)CC1	4	-8	1.4	19	-19	3.0	-9	-14	-0.1
O=C(O)CCCCCN=Cc1c(O)c2ccccc2oc1=O	-1	6	1.6	9	-8	0.5	-8	-8	0.5
COc1ccc(Cl)cc1N(CC(=O)NC(C)(C)C)S(=O)(=O)c1ccc(C)c([N+](=O)[O-])c1	14	1	-0.7	14	-9	1.4	11	-12	0.4
CCOC(=O)c1c(C)c(C(=O)Nc2ccccc2)c(C)n1CC	7	20	-0.5	-9	-9	2.3	13	-19	-0.2

Complete entries from above. Screens in order: NPY Y1 blocker, EP2 modulator, zfTRPN1 agonist, CHOP inhibitor, S1P4 antag, S1P4 ag, NPY2 pot ag, NPY1 pot ag, TRPML3 agonist
`O=C1CC(NNC(=O)c2ccccc2)C(=O)N1` (stereo not drawn) as listed: -1, 30, 0.2, 17, -3, -0.9, -9, 16, 0.7
`O=C(COC(=O)c1ccc(F)cc1F)Nc1ncccn1` as listed: x, 8, -0.7, 1, -11, 0.2, 27, 26, 0.8
`CCCCn1nc2cc(C(=O)NCCc3cccs3)ccc2c1OCC` as listed: -3, -9, -1.8, 42, -18, 0.0, -9, 17, -1.4

(more compounds)
SMILES	NPY Y1 blocker	EP2 modulator	zfTRPN1 agonist	CHOP inhibitor	S1P4 antag	S1P4 ag	NPY2 pot ag	NPY1 pot ag	TRPML3 agonist
Cc1ccc(Cn2ccc(-c3cnc(-c4ccccc4)s3)n2)cc1	0	-18	-0.6	87*	-4	-4.0	-4	23	0.7
Cc1cccc(C)c1Nc1ncnc(N)c1[N+](=O)[O-]	-3	9	0.3	4	3	0.4	12	3	1.3
O=C(Nc1ccccc1)c1ccc(NC2CCCCC2)c(S(=O)(=O)N2CCOCC2)c1	12	-12	3.1	-3	-2	-0.5	-39	-14	0.5
Cc1ccc(C(c2sc3nc(C)nn3c2O)N2CCN(c3ccccc3)CC2)cc1 (stereo not drawn)	3	4	0.9	10	4	-0.2	9	-9	0.2
COc1ccc(-n2c(SC3CCOC3=O)nc3ccccc3c2=O)cc1OC (stereo not drawn)	2	20	0.0	-2	12	-1.4	3	-9	0.2
CSc1ccc(/C=C(\C(=O)O)c2ccc(S(=O)(=O)N3CCCCC3)s2)cc1	10	21	0.6	2	-10	-0.1	-1	-9	0.3
O=C(CSc1nc2ccccc2s1)NC1CCS(=O)(=O)C1 (stereo not drawn)	1	18	-0.4	15	-2	-3.5	-1	11	0.9
CC1=CC=CN2C1=NC(=O)CC2(C)C(=O)N(CC(=O)NC1CCCC1)c1ccccc1C (stereo not drawn)	8	16	0.4	10	-7	1.9	7	12	0.2
C=CCn1c(COc2ccc(Cl)cc2)nnc1SCC(=O)N/N=C/c1ccccc1	3	11	-1.2	58	-12	-2.7	3	20	-0.7
COc1ccc(OC)c2c(C)cc(N3CCN(C(=O)c4ccc(F)cc4)CC3)nc12	0	-20	-2.0	14	-19	1.9	1	0	-1.3
Cc1nc(NCC2CCCO2)c2nnn(Cc3ccccc3Cl)c2n1 (stereo not drawn)	8	16	0.0	-4	-18	0.3	0	1	-0.2
COc1ccccc1CNC(=O)c1ccc(OC(F)F)c(OC)c1	4	-8	-0.6	0	3	-0.1	-2	-11	-0.6
Cc1ccc(NCC(=O)N/N=C/c2c[nH]c3ccccc23)cc1	4	-82	0.3	10	12	1.2	12	17	0.4
COc1ccccc1CNC(=S)NC1CCCCC1	3	-32	-2.6	16	-15	0.2	-11	12	-1.5
CC(=O)Nc1ccc(C(=O)OCc2ccccc2Cl)cc1	-3	-6	0.3	3	-4	0.5	-2	-23	-0.2
CCOc1ccc(NC(=O)C2CCCN(C(=O)Nc3ccccc3)C2)cc1 (stereo not drawn)	4	13	-1.0	26	-4	0.1	-16	-19	-0.5
COc1ccc(C(=O)NCC(=O)n2nc(C)cc2C)cc1OC	2	66*	0.3	-21	-14	-1.2	2	-19	0.7
CCCS(=O)(=O)NCc1cn2cccc(C)c2n1	8	16	-1.1	-18	-19	0.5	5	-3	0.0
N#Cc1ccc(-c2cccnc2)nc1SCc1ccc(Cl)c(Cl)c1	4	29	0.9	33	-3	-0.3	10	2	0.7
CC(C)C[C@H](NC(=O)OC(C)(C)C)c1nnc(SCC(=O)Nc2ccc(Br)cc2)o1	-8	11	-0.9	100*	10	-0.4	33	17	-0.4
CNC(=O)CSCc1c(F)cccc1Cl	0	-9	-0.1	18	1	-0.6	2	3	0.3
CCOC(=O)c1c(C)nn(-c2ncccc2NC(=O)NC(C)C)c1C	x	15	-0.2	5	3	-0.2	-4	6	1.1
COc1ccc(NC(=O)c2ccc(COc3ccccc3Br)o2)cc1OC	-7	-34	-1.5	40	-7	-0.4	-8	-27	-1.1
CN(Cc1nc(-c2cccnc2)no1)S(=O)(=O)c1ccc2ccccc2c1	2	-17	2.3	18	2	0.4	-20	-11	0.5
O=C(Nc1ccc2c(c1)OCCO2)N1CCN(Cc2ccccc2)CC1	0	3	0.9	-42	1	1.7	3	12	0.9
COc1ccccc1OCCSc1nc2ccccc2n1CCO	-3	5	0.8	5	-12	0.8	-2	-3	-1.3
CC(NC(=S)Nc1ccc(Cl)cc1Cl)C(c1cccs1)N1CCCC1 (stereo not drawn)	2	46	-1.9	38	0	-0.9	-12	-17	-0.7
Cc1ccc(SCC(=O)Nc2nccs2)cc1	2	-12	-2.2	24	-28	-4.0	3	3	-0.9
O=C(/C(=C/O)N=Nc1ccccc1Cl)c1ccccc1	-4	69*	0.6	22	-1	0.1	6	5	0.9
O=C1CCCC2=C1C(c1ccco1)Nc1ccc3ccccc3c12 (stereo not drawn)	3	-5	0.1	37	5	0.1	3	19	-0.5
